KB-V1 MDR tox – qHTS assay for MDR1-selective chemotherapeutics: Primary screen using the drug-selected MDR subline cells KB-V1 | KB-V1 MDR cells viability, CellTiter-Glo, 72 h | Potency, µM (top dose mostly 46.1 µM), for the others: at the highest dose activity change, negative = cytotoxicity, usual class: cytotoxic | 400,000 tested, 3.4% active | AID 1347076, 2019; further: potency means the concentration at half of the fitted maximal effect; on the % scale 0 is the no-effect control and ±100 the full control effect; nearly all actives have a fitted effect of over 60% in size
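KB-V1 MDR subline cells in DMEM (phenol-red free, 10% FBS) exposed to compounds in qHTS concentration series for 72 h at 37 degrees C. Viability read by CellTiter-Glo luminescence; concentration-effect curves fitted after normalization and correction.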
DRD3 antagonist – qHTS of D3 Dopamine Receptor Antagonist: qHTS; D(3) dopamine receptor (Homo sapiens), P35462; D3R cells, DiscoveRx beta-arrestin luminescence, antagonist mode; active compounds read low; max response, negative = inhibition, %; 360,000 tested, 2.5% active; in the data active means max response below about -50%; inconclusive means no clear call, values can overlap the other calls; further: on the % scale 0 is the no-effect control and ±100 the full control effect; mostly tested at two doses, the higher about 12 µM
Target sequence (P35462 whole entry, looked up): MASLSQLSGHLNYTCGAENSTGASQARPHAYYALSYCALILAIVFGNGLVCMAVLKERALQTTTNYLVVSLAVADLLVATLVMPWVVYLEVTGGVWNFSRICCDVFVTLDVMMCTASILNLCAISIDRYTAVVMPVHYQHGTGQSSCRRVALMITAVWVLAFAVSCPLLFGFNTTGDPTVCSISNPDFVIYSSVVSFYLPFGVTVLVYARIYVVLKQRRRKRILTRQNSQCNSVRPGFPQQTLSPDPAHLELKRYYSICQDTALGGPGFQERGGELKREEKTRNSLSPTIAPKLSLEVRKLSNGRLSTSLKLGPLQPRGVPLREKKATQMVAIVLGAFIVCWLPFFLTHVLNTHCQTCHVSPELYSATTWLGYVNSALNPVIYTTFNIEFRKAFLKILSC
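Cells expressing the human receptor were seeded at 1500 cells/well, incubated overnight at 37 degrees C in 5% CO2, then exposed to library compounds with dopamine controls for 90 minutes at 37 degrees C before luminescent detection.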
SW480 rerep – A quantitative high throughput screen for small molecules that induce DNA re-replication in SW480 colon adenocarcinoma cells; SW480 DNA re-replication, Hoechst DNA content imaging, 48 h; Potency, µM (doses to about 46.1 µM), without a hit: at the highest dose re-replication activation, hits mostly activators; 340,000 tested, 1.8% active; further: potency means the concentration at half of the fitted maximal effect; % of control where 0% means no effect; nearly all actives have a fitted effect of over 55% in size
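Cells (250 per well) received 23 nL compound or DMSO by pin tool and were kept 48 hr at 37 C, 5% CO2. Nuclei were then stained with Hoechst for 40 min and scanned for DNA content.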
GLP-1R agonist – qHTS of GLP-1 Receptor Agonists; Glucagon-like peptide 1 receptor (Homo sapiens), P43220; HEK293 GLP-1R CRE-luciferase, luminescence, 4-6 h; cells express a hypersensitive GLP-1R form; Potency, µM (top dose mostly 45.6 µM), without a hit: at the top dose activation, most hits filed as activators; 380,000 tested, 0.007% active; AID 624172, 2012; further: potency means the concentration at half of the fitted maximal effect; % of control where 0% means no effect
Target sequence (P43220 whole entry, looked up): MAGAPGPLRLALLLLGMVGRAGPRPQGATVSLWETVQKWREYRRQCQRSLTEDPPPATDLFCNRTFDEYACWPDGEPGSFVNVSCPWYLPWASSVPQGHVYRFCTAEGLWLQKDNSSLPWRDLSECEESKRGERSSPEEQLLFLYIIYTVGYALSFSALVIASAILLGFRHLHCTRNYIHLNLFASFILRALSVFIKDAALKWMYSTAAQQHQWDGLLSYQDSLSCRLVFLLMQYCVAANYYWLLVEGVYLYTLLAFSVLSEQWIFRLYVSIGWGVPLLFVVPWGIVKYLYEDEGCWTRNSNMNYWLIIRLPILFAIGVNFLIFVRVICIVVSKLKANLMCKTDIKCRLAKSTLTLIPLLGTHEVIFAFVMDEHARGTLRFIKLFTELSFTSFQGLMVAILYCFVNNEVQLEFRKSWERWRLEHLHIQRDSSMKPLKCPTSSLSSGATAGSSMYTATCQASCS
HT1080-NT tox – qHTS for induction of synthetic lethality in tumor cells producing 2HG: qHTS for the HT-1080-NT fibrosarcoma cell line | 360,000 tested, 1.6% active | HT-1080-NT fibrosarcoma viability, CellTiter-Glo ATP luminescence, 48 h | Potency, µM (titrated, usually from 46.1 µM), for the others: at the top dose activity, negative = less viability, hits mostly cytotoxic;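 further: NT is the 2HG producing partner of a matched IDH1 knockdown line; potency means the concentration at half of the fitted maximal effect; 0% = DMSO-treated cells and -100% = media-only wells without cells; nearly all actives have a fitted effect of over 55% in size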
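HT-1080-NT; 750 cells/well; 5% FBS RPMI; 48 h compound, 37 degrees C; CellTiter-Glo luminescence; curve fitting and curve-class assignment.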
KB-3-1 cytotox – qHTS assay for MDR1-selective chemotherapeutics: Primary screen using the parental adenocarcinoma cell KB-3-1; KB-3-1 viability, CellTiter-Glo ATP luminescence, 72 h; Potency, µM (highest dose often 46.1 µM), without a hit: at the top dose activity change, negative = cytotoxic, usual class: cytotoxic; 400,000 tested, 1.4% active; further: potency means the concentration at half of the fitted maximal effect; on the % scale 0 is the no-effect control and ±100 the full control effect; nearly all actives have a fitted effect of over 60% in size
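72 h, 37 °C compound treatment of KB-3-1 parental cells; CellTiter-Glo added, 10 min, luminescence read. Data corrected against DMSO-only plates and normalized before curve fitting.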
D3 ag – qHTS of D3 Dopamine Receptor Agonist: qHTS; AID 652048, 2013; 410,000 tested, 0.58% active; D3R DiscoveRx beta-arrestin cells, luminescence, 90 min; max activation, %; in the data active means max activation above about 30%; further: 0% is about no effect; mostly tested at two doses, the higher about 12 µM
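Cells at 1500/well, incubated overnight, then treated with pinned compounds (dopamine as control) for 90 min at 37 degrees C. DiscoveRx reagent added for 30 - 60 minutes at room temperature; luminescence read.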
HT1080 IDH1KD tx – qHTS for induction of synthetic lethality in tumor cells producing 2HG: qHTS for the HT-1080-IDH1KD cell line; HT-1080 IDH1 knockdown viability, ATP luminescence, 48 h; Potency, µM (titrated, usually from 46.1 µM), for the others: top-dose activity, negative = toxicity, actives largely listed as cytotoxic; 360,000 tested, 2% active; AID 686971, 2013;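 further: potency means the concentration at half of the fitted maximal effect; 0% = DMSO wells and -100% = cell-free medium wells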
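Viability of IDH1-knockdown HT-1080 fibrosarcoma cells was assessed by CellTiter-Glo after 48 h at 37 °C with titrated compound; concentration-effect curves were classified by fit quality and response size.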
IL1B secr inh – qHTS for Inhibitors of Inflammasome Signaling: IL-1-beta AlphaLISA Primary Screen | THP-1 LPS/ATP IL-1B secretion, AlphaLISA, 16 h; active compounds read low | activity change, % at 57.5 µM | 360,000 tested, 4.7% active; in the data active means activity change below about -50%; inconclusive means mostly about -30% to -49%; further: on the % scale 0 is the no-effect control and ±100 the full control effect
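THP-1 cells pretreated 1 hr with compounds (up to 57.5 uM final), then stimulated with LPS (250 ng/mL final) plus ATP (1.25 mM final); secreted IL-1B measured by AlphaLISA after 16 hr, decreased signal indicating inhibition.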
* marks the source's active call; other numbers are inactive results; ? = inconclusive; / = no result given; [ ] = another dose, or the depositor's remark. Unless noted, the call rests on the fitted dose curve; in most records, active means well fitted curve in the direction sought with a large enough effect; inconclusive means small, poorly fitted or top-dose-only effect, or another doubt; inactive means no such curve, though single readings can be large; an effect the other way counts as inactive or inconclusive.

SMILES | KB-V1 MDR tox | DRD3 antagonist | SW480 rerep | GLP-1R agonist | HT1080-NT tox | KB-3-1 cytotox | D3 ag | HT1080 IDH1KD tx | IL1B secr inh
CC(Oc1cc2oc(=O)c3c(c2cc1Cl)CCC3)C(=O)NC1CC(C)(C)NC(C)(C)C1 (stereo not drawn) | 8% | 7 | ? | 18% | -8% | ? | -1 | 5% | -21
CC(C)NC(=O)c1ccccc1S(=O)c1ccccc1C#N (stereo not drawn) | 20% | -24 | -4% | 4% | 11% | 12% | -4 | 6% | -1
CCN(C(=O)COC(=O)c1cccc(S(=O)(=O)N(CC)CC)c1)C1CCS(=O)(=O)C1 (stereo not drawn) | -2% | -15 | -6% | 6% | -3% | 2% | -4 | -3% | -5
CC1(C)CC2CC(C)(CN2S(=O)(=O)c2cccc(C(=O)OCC(N)=O)c2)C1 (stereo not drawn) | 0% | -14 | 1% | 16% | -10% | -2% | -6 | -10% | 8
COc1ccc(N2CCN(C(=O)CSc3ncnc4c3cnn4-c3ccccc3C)CC2)cc1 | 0% | 11 | -2% | 0% | 9% | -3% | 1 | 0% | 7
CCN(CC)CCOC(=O)c1ccc(NC(=O)c2cccc(C)c2[N+](=O)[O-])cc1 | 0% | -28 | -7% | 5% | -4% | 15% | -8 | 2% | -3
Cc1cccc(C)c1N=C1C(=O)Nc2ccccc21 | 25% | 14 | -20% | 0% | 7% | 0% | 1 | 0% | 92
Cc1ccc(NS(=O)(=O)c2cc(NC(=O)C(C)Oc3ccccc3)ccc2C)c(C)c1 (stereo not drawn) | 18µM* | -8 | 2% | -2% | -30% | ? | -6 | ? | -2
COc1ccc(C2CC(=O)Nc3n[nH]c(-c4ccccc4)c32)cc1OC (stereo not drawn) | -11% | -14 | -2% | 2% | ? | 13% | -4 | 2% | 28
COc1cccc(C2C3=C(N=c4s/c(=C\c5ccc(O)cc5)c(=O)n42)c2ccccc2CC3)c1OC (stereo not drawn) | 8% | -1 | -10% | 0% | 10% | 3% | 6 | 12% | 16
CC(=O)Nc1ccc(C(C)=NNC(=O)C2CCCC2)cc1 | 7% | -2 | / | 1% | 5% | 0% | 0 | 7% | 10
Cc1ccccc1NC(=O)c1ccc(CN2CCc3ccccc3C2)cc1 | ? | -76* | -2% | -7% | -25% | 10µM* | -17 | -28% | -15
COc1ccccc1CNC(=O)CCCCn1c(=O)c2ccccc2n(Cc2ccccc2F)c1=O | 19% | / | / | 1% | / | 3% | -4 | / | /
Cc1occc1C(=O)NC(C)C12CC3CC(CC(C3)C1)C2 (stereo not drawn) | 6% | -24 | -7% | 9% | 9% | -2% | -7 | 4% | -18
CN(C)CCCNc1nc(N)c([N+](=O)[O-])c(NC2CCCCC2)n1 | -17% | 0 | -3% | 2% | -4% | -7% | 2 | -15% | ?
COC(=O)c1cccc(COC(=O)c2ccc(N(C)C)cc2)c1 | -20% | 36 | -10% | 11% | 0% | 6% | -1 | -12% | -5
O=C(CSc1nnc(Cc2cc(=O)[nH]c(=O)[nH]2)n1-c1ccc(Cl)cc1)NC1CCCC1 | 18% | 0 | 0% | 4% | 1% | 3% | 0 | 3% | 12
COc1ccc(Cl)cc1Nc1nc(NCCO)nc(N2CCCCC2)n1 | -6% | / | 3%[9.22 µM] | 21% | / | 4% | / | / | /
CS(=O)(=O)N(CC(=O)N1CCN(c2cccc(Cl)c2)CC1)c1ccccc1 | ? | 18 | -1% | -2% | 7% | 0% | 7 | 0% | -10
COc1cccc(OC)c1OCCCOc1ccc(C)cc1Br | -2% | -19 | -94%[inhibitor] | 11% | 17% | -7% | -3 | 0% | -1
NC(=S)c1cc2cc(Br)ccc2oc1=O | ? | -12 | 0% | 1% | -3% | -17% | -6 | -15% | 15
O=C(Nc1ccc(N2CCOCC2)cc1)c1ccc(-c2ccccc2[N+](=O)[O-])o1 | ? | 3 | -3% | 15% | -29% | -13% | 5 | -5% | -13
O=S1(=O)C=C[C@H](COCc2ccccc2)N1 | 5% | -10 | / | 6% | 7% | 0% | -3 | 15% | -25
O=C1C(Cl)=C(NCCN2CCCCC2)C(=O)c2ccccc21 | ? | -63* | 29% | -7% | 15µM* | ? | -22 | 23µM* | -101*

An excerpt from above in order of number of heavy atoms, low to high:
SMILES | KB-V1 MDR tox | DRD3 antagonist | SW480 rerep | GLP-1R agonist | HT1080-NT tox | KB-3-1 cytotox | D3 ag | HT1080 IDH1KD tx | IL1B secr inh
O=S1(=O)C=C[C@H](COCc2ccccc2)N1 | 5% | -10 | / | 6% | 7% | 0% | -3 | 15% | -25
O=C1C(Cl)=C(NCCN2CCCCC2)C(=O)c2ccccc21 | ? | -63* | 29% | -7% | 15µM* | ? | -22 | 23µM* | -101*
CN(C)CCCNc1nc(N)c([N+](=O)[O-])c(NC2CCCCC2)n1 | -17% | 0 | -3% | 2% | -4% | -7% | 2 | -15% | ?
CS(=O)(=O)N(CC(=O)N1CCN(c2cccc(Cl)c2)CC1)c1ccccc1 | ? | 18 | -1% | -2% | 7% | 0% | 7 | 0% | -10
COc1ccccc1CNC(=O)CCCCn1c(=O)c2ccccc2n(Cc2ccccc2F)c1=O | 19% | / | / | 1% | / | 3% | -4 | / | /

Next results:
SMILES | KB-V1 MDR tox | DRD3 antagonist | SW480 rerep | GLP-1R agonist | HT1080-NT tox | KB-3-1 cytotox | D3 ag | HT1080 IDH1KD tx | IL1B secr inh
Cc1ccc(-c2ccc(=O)n(CCC(=O)NCCc3ccccc3)n2)cc1 | 0% | / | / | 4% | / | -3% | -6 | / | /
Cc1cc(/C=N\NC(=O)COc2cccc3cccnc23)c(C)n1-c1ccccc1 | -4% | -16 | 10% | 4% | 4% | 10% | -8 | -9% | -4
Cc1cc(/C=C(\C#N)C(N)=O)c(C)n1-c1ccc(N2CCOCC2)c([N+](=O)[O-])c1 | ? | 1 | -1% | -11% | 3% | -16% | 2 | -8% | 0
O=C(CSc1ccc(Cl)cc1)NC1CCCc2ccccc21 (stereo not drawn) | -23% | 0 | ? | 7% | -9% | -11% | 1 | -4% | -2
CC(C)c1ccc(OCC(=O)NNC(=S)NC(=O)c2ccco2)c(Br)c1 | 13% | -15 | 2% | 2% | -11% | ? | 2 | -10% | 117
O=C(c1c(F)cccc1F)N1CCC(n2nnc3cc(C(F)(F)F)ccc32)CC1 | ? | 6 | -1% | 1% | -8% | 20% | 2 | -6% | 12
COc1ccccc1C(=O)NNC1=NS(=O)(=O)c2ccccc21 | -3% | -11 | -2% | -5% | -2% | 6% | -5 | 15% | 4
CCc1ccc(C(=O)Nc2ccc(S(=O)(=O)Nc3nc(C)cc(C)n3)cc2)o1 | 10% | 0 | -4% | 4% | 9% | -2% | 1 | 4% | 7
COc1ccc(S(=O)(=O)N(CC(=O)NCc2ccncc2)Cc2ccccc2)cc1 | ? | 4 | -1% | 3% | 6% | 1% | -3 | 3% | 11
O=S(=O)(c1ccc2c(c1)OCCO2)N1CCN(Cc2ccccc2)CC1 | ? | -19 | -5% | 1% | 11% | -1% | 2 | 0% | -7
O=C(Oc1cccc([N+](=O)[O-])c1)c1ccc2c(=O)n3c(nc2c1)CCC3 | -16% | -14 | -12% | -7% | 6% | 14% | 6 | 1% | 33
O=C(c1cccc(F)c1)N1CCc2ccccc21 | 1% | 9 | 1% | 7% | -11% | 25% | 4 | -27% | 8
CC1=C(C)CS(=O)N(c2ccc(S(N)(=O)=O)cc2)C1 (stereo not drawn) | 1% | ? | ? | -5% | -24% | 14% | 1 | -6% | -93*
O=C(Nc1cc2c(cc1Cl)OCCCO2)c1ccc(F)cc1 | 16µM* | -12 | -120% | 0% | 7% | 2% | -10 | 1% | -8
O=C(CC[C@H]1O[C@@H](n2ccc(=O)[nH]c2=O)[C@H](O)[C@@H]1O)N[C@@H](Cc1ccccc1)C(=O)NCC1CCCCC1 | 0% | 14 | / | 0% | 29% | 0% | 8 | 12% | 13
CCC(=O)Nc1ccccc1C(=O)OCC(=O)c1ccc2ccccc2c1 | ? | 56 | -2% | 2% | 0% | -8% | 3 | -13% | -23
CCc1ccccc1NC(=O)c1cc2nc(-c3ccc(OC)c(OC)c3)cc(C(F)(F)F)n2n1 | -1% | / | / | -9% | / | 1% | 5 | / | /
COc1ccc(NC(=O)Cn2ccc3c(OC)cccc3c2=O)cc1 | 0% | -7 | 5% | 8% | 7% | 19% | 8 | 3% | -7
Cc1ccc(N2CCN(C(=O)c3cc(COc4c(C)cccc4C)on3)CC2)c(C)c1 | ? | -1 | -1% | -10% | 3% | 11% | 0 | 4% | 6

A different layout for some results above:
Every second line gives: KB-V1 MDR tox, DRD3 antagonist, SW480 rerep, GLP-1R agonist, HT1080-NT tox, KB-3-1 cytotox, D3 ag, HT1080 IDH1KD tx, IL1B secr inh
CC1=C(C)CS(=O)N(c2ccc(S(N)(=O)=O)cc2)C1 (stereo not drawn)
  1%, ?, ?, -5%, -24%, 14%, 1, -6%, -93*
O=C(Nc1cc2c(cc1Cl)OCCCO2)c1ccc(F)cc1
  16µM*, -12, -120%, 0%, 7%, 2%, -10, 1%, -8
O=C(CC[C@H]1O[C@@H](n2ccc(=O)[nH]c2=O)[C@H](O)[C@@H]1O)N[C@@H](Cc1ccccc1)C(=O)NCC1CCCCC1
  0%, 14, /, 0%, 29%, 0%, 8, 12%, 13
Cc1ccc(N2CCN(C(=O)c3cc(COc4c(C)cccc4C)on3)CC2)c(C)c1
  ?, -1, -1%, -10%, 3%, 11%, 0, 4%, 6

Source: PubChem BioAssay
